High-throughput results (PubChem BioAssay)
MEKK3 PB1 HTS – modulators of MEKK3-MEK5 PB1 binding, primary screen, biochemical, wildtype MEKK3, multiplex bead flow cytometry, Alexa488-MEK5; Mitogen-activated protein kinase kinase kinase 3 (Homo sapiens), Q99759; bead-based flow cytometry, Alexa488-MEK5 binding to MEKK3; actives lie on both sides; 0 = blocked by unlabeled MEK5, 100 = vehicle; binding response (% of control), % at 10 µM; hit rate 1.4% among 290,000;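 active = binding response more than 3 SD above or below the average of its plate-row segment, actives on both sides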;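 also: Alexa488 bead fluorescence after subtracting the streptavidin-only scavenger bead signal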
VIM-2 inhibitor – VIM-2 metallo-beta-lactamase inhibitors, primary screen, biochemical, epi-absorbance readout, Pseudomonas aeruginosa enzyme; purified VIM-2, nitrocefin hydrolysis, epi-absorbance fluorescence; inhibition, % at 5.6 µM; hit rate 0.89% among 290,000; AID 1527, 2009;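 active = inhibition above the mean of all tested compounds plus 3 SD, cutoff set per screening run, cut at about 7.5% in these data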;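 also: red hydrolysis product quenches plate fluorescence so inhibitors raise well fluorescence; 0% = enzyme with DMSO and 100% = DMSO without enzyme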
DNA FID counter – compounds displacing fluorescent DNA intercalator, primary screen, artefact control for HCV NS3 helicase inhibitor project, biochemical, FID fluorescence; inhibition, % at 7.9 µM; DNA fluorescent intercalator displacement; hit rate 0.17% among 290,000; AID 1845, 2009; in the data active = inhibition above about 37%;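 also: 0% = vehicle and 100% = reference compound; higher means more ethidium bromide displaced from hairpin DNA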
IMP-1 inhibitor – IMP-1 metallo-beta-lactamase inhibitors, primary screen, biochemical, epi-absorbance readout, Pseudomonas aeruginosa enzyme; hit rate 0.45% among 290,000; metallo-beta-lactamase IMP-1 (Pseudomonas aeruginosa); purified IMP-1, nitrocefin hydrolysis, epi-absorbance fluorescence; inhibition, % at 5.6 µM;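 active = inhibition above the mean plus 3 SD of all compounds in the same screening run, cut at about 4.5% in these data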;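 also: 0% = IMP-1 with DMSO and 100% = DMSO wells lacking enzyme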
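System: purified IMP-1; amount: IMP-1 0.2 nM before substrate addition; compound: single dose, 5.6 µM; times: 25 °C, 15 min preincubation, 25 min reaction; signal: Epi-absorbance via hydrolysed-nitrocefin quenching of white-plate fluorescence, 480/530 nm, EDTA stop; benchmarks: DMSO with and without IMP-1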
PHOSPHO1 block – PubChem AID 1565 | recombinant PHOSPHO1, absorbance phosphatase assay | inhibition, % at 13.3 µM | hit rate 1.1% among 290,000; in the data active = inhibition above about 60%
IDE act – human IDE activators in live cells, primary screen, fluorescence polarization, HEK cells, FAbeta-B substrate | Insulin-degrading enzyme (Homo sapiens), P14735 | FAbeta-B cleavage; 0% vehicle, 100% cell-free pure enzyme wells | activation, % at 5.96 µM | hit rate 0.073% among 340,000;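 active = activation above the mean of all tested compounds plus 3 SD, set per screening campaign, cut at about 17% in these data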
Target sequence (P14735 whole entry, looked up): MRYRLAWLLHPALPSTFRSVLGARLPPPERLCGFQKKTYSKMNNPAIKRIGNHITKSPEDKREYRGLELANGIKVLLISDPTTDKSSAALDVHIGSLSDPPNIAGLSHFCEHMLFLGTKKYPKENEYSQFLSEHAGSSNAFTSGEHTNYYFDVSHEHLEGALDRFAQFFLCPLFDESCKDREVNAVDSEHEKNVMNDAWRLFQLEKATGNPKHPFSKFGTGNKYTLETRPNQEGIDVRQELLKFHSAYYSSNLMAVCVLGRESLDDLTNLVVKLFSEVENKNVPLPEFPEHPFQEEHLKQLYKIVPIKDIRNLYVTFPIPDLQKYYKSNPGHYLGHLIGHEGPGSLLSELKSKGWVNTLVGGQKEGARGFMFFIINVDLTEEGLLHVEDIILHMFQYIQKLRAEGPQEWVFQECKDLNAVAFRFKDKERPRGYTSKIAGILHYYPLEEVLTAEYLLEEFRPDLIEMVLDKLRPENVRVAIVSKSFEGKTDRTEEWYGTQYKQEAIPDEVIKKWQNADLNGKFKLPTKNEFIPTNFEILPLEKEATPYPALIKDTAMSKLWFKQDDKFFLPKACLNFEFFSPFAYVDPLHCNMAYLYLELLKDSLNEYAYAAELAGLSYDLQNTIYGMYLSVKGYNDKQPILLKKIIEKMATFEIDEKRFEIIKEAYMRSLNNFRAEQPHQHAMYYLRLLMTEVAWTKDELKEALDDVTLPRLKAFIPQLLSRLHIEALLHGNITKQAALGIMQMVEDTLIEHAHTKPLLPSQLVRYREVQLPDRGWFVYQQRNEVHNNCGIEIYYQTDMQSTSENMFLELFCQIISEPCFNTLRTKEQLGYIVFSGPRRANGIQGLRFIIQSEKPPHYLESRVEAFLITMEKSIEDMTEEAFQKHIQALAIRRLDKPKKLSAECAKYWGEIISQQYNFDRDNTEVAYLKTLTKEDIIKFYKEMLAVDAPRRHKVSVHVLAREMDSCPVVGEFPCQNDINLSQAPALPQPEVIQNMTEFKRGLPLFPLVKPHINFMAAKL
UBC9 SUMO inh – inhibitors of in vitro SUMOylation cascade, primary screen, biochemical, HTRF, uHTS; SUMO-conjugating enzyme UBC9 (Homo sapiens), P63279; HTRF SUMOylation assay, SAE1/SAE2 + UBC9; inhibition, % at 35 µM; hit rate 0.36% among 290,000; AID 2006, 2009; in the data active = inhibition above about 50%, passing the limit was not always enough; also: strong numbers were not always called active
HCV NS3 hel inh – inhibitors of HCV NS3 helicase, primary screen, biochemical, Cy5 molecular beacon fluorescence | Hepatitis C virus NS3 helicase | NS3 helicase DNA unwinding | inhibition, % at 10.9 µM | hit rate 0.56% among 290,000 | AID 1800, 2009;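 active = inhibition above the mean of all tested compounds plus 3 SD, set per campaign, cut at about 35% in these data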;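 also: 0% = DMSO wells and 100% = thioflavine S control wells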
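System: Hepatitis C virus NS3 helicase domain fragment enzyme | Reagent: Annealed dual-labelled DNA beacon duplex, ATP-started | Compound dosing: 10.9 µM single point, 0.8% DMSO | Incubation: 1 h reaction at 25 °C, ATP-initiated | Technique: Cy5 fluorescence | Evaluation: Percent inhibition from t60/t0 fluorescence ratio | Benchmarks: Low DMSO, high thioflavine S at 110 µM | Replication: Singlicate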
pCIP destab – p/CIP-EGFP fusion destabilizers, primary screen, fluorescence, F442A cells; Q05BA5; 16 h; AID 1984, 2009; hit rate 0.01% among 290,000; decrease of EGFP signal, % at 10 µM;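 active = EGFP signal decrease of at least 30% at 10 µM or well 3 SD below plate mean, unless failing retest; inactive = the rest, including hits failing retest or dose response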; also: some compounds called inactive have numbers as strong as hits; many of its hits are not listed in these tables
* marks the source's active call; other numbers are inactive results; x = not tested or not shown.

SMILES	MEKK3 PB1 HTS	VIM-2 inhibitor	DNA FID counter	IMP-1 inhibitor	PHOSPHO1 block	IDE act	UBC9 SUMO inh	HCV NS3 hel inh	pCIP destab
COCCNC(=O)Cn1cnc2c(cnn2-c2ccc(C)cc2)c1=O	107	-2.2	-4	-3.7	14	2	12	-7	11
CCN=C(NCC)SC1CC(=O)N(c2ccc(OCC)cc2)C1=O (stereo not given)	105	-3.4	-10	-1.5	44	2	3	-3	-8
COc1ccc(-c2cc(C(F)(F)F)nc(N3CCN(C)CC3)n2)cc1	102	17*	20	-4.3	-10	3	-6	-57	-7
CCc1ccc(C(=O)C(C)OC(=O)Cc2n[nH]c(=O)c3ccccc23)cc1 (stereo not given)	96	0.6	-38	-1.1	-15	3	2	1	-6
COc1c(C)cc(S(=O)(=O)N2CCOCC2)c(C)c1C	111	-3.8	0	-3.0	28	0	3	6	-5
COc1cc(NC(=O)CN(C)S(=O)(=O)c2cccs2)cc(OC)c1	96	-4.8	-11	-3.2	24	1	20	-8	2
CCCCOc1ccc(C2C3CN(C(=O)OCC)CC=C3C(C#N)=C(N)C2(C#N)C#N)cc1OC (stereo not given)	97	-3.9	-37	-1.5	-11	-2	9	3	-10
COc1cc2c(cc1OC)CN(CC(=O)NC(=O)NCc1ccco1)CC2	101	-5.0	-18	-5.7	1	4	28	14	-14
CC1CCCCN1CC(=O)c1c[nH]c2ccccc12 (stereo not given)	94	-4.2	1	-3.1	3	0	2	10	2
Cc1cc(C(=O)CN2CC(C)OC(C)C2)c(C)n1-c1ccccc1 (stereo not given)	110	1.0	-9	-1.3	-14	8	4	-5	8
CCCCOc1cccc(-c2cc(C(=O)NNC(=S)NCC)c3ccccc3n2)c1	93	-2.2	-22	-5.5	21	5	-37	3	-2
O=C(NCc1cccnc1)c1cccc(S(=O)(=O)N2CCOCC2)c1	100	-0.6	-1	-2.1	6	-1	5	-3	-12
CC(C)(C)n1c(=O)[nH]c2c(c1=O)CCC2	96	-0.1	4	-0.1	20	-3	20	1	5
COc1ccccc1OCCC(=O)NCc1ccc2c(c1)OCO2	97	1.1	-5	-1.6	9	4	-5	-4	-1
O=c1[nH][nH]c(-c2ccccc2)c1C=Nc1ccc(OC(F)(F)F)cc1	99	-1.4	-6	-1.8	11	0	-1	5	-14
Cc1cc(Cl)c(S(=O)(=O)N2CCCCCC2)cc1OCC(=O)NC1CCCCC1	102	0.3	-34	0.2	15	6	-10	-1	-13
O=C(c1c(F)cccc1F)N(C1CCCCC1)C1CCCCC1	108	-2.8	-33	-4.3	51	0	2	16	-18
Cc1cccc(C(=O)NC(=O)Nc2c(C)cc(C)nc2C)c1	98	-1.4	-20	-3.4	32	1	-3	6	-3
O=C(CCc1ccncc1)N1CCCC(Nc2ccc(F)c(F)c2)C1 (stereo not given)	99	-1.8	-9	-6.6	41	7	x	-1	9
c1ccc(OCc2nc(-c3ccccc3)no2)cc1	99	0.0	-5	-5.1	-15	1	-5	32	-4
CC(C)OC(=O)CC(=O)CSc1nc2c(cc1C#N)CCCCC2	102	-1.0	0	-1.1	18	-1	14	0	5
Cc1ccccc1-n1ccnc1SCC(=O)NCc1ccco1	97	-0.3	-8	0.2	-16	3	15	2	13
O=C(c1n[nH]c2ccccc12)N1CCCCC1	94	-2.9	-10	-1.6	11	3	32	-12	0
Cc1cc(Cl)ccc1C(=O)C1CCCN(C(=O)c2cnsn2)C1 (stereo not given)	99	-0.8	-19	-2.9	40	0	7	-1	-1
Cc1c(NC(=O)COc2cccc3c2OC(C)(C)C3)c(=O)n(-c2ccccc2)n1C	100	-1.6	-16	-4.2	35	-1	2	0	5
COc1ccc(S(=O)(=O)N2CCC(NC(=O)Nc3ccc(C)cc3)CC2)cc1	101	-4.3	-8	-2.0	60*	-6	15	-2	-6
Cc1cc(Cl)c2oc(C(=O)N(C)Cc3ccon3)c(C)c2c1	102	1.9	-46	-1.8	8	3	-18	1	2
O=C(CCC1CCCN(C(=O)C2(c3ccccc3)CC2)C1)N1CCN(c2ccccn2)CC1 (stereo not given)	102	-3.3	-37	-3.5	3	2	0	1	8
COc1cc(C)c(Br)cc1S(=O)(=O)N1CCCC1	107	-1.4	-7	1.1	-27	1	-4	-1	-21
O=C(c1cccc(F)c1)N1CCN(C(=O)c2cc(-c3ccc(Cl)cc3Cl)on2)CC1	100	-3.3	-4	-4.8	-45	-6	-14	-2	-4
Cc1nc2ccc3nc(NC(=O)c4ccc(S(=O)(=O)N5CCOCC5)cc4)sc3c2s1	104	0.7	4	-1.1	45	-2	13	9	-15
COc1cccc(-c2cc(C(=O)NCc3cccs3)no2)c1	94	-0.8	-11	-0.4	3	5	18	-12	-12
Cc1cc(Br)c(S(=O)(=O)n2nnc3ccccc32)cc1C	100	-2.0	2	-4.0	25	-4	4	4	3
COc1cc(C(=O)OCC(=O)Nc2cc(C)on2)c([N+](=O)[O-])cc1OC	102	-2.2	-3	-1.6	2	2	4	-6	4
COc1ccc(NC(=O)C(c2ccc(OC)cc2)N(C)C(=O)CC2NC(=O)NC2=O)cc1 (stereo not given)	109	-5.5	-11	-2.4	8	-1	6	-1	3
CCCCCc1nnc(NC(=O)C2CCCO2)s1 (stereo not given)	67	-3.3	-14	2.8	48	36*	13	30	-14
Nc1c(-c2ccccc2)cnn1C1CCS(=O)(=O)C1 (stereo not given)	101	-3.8	1	-3.0	-5	1	-5	6	4
O=C(Cn1ncc2c(=O)oc3ccccc3c21)NCC1COc2ccccc2O1 (stereo not given)	85	0.0	-7	-2.7	9	2	-1	-4	-4
COc1ccc(CSc2nc(C)cc(=O)[nH]2)cc1	105	-0.8	-2	-3.6	-11	1	18	0	0
COc1ccccc1C(=O)N/N=C(\C)CC(=O)Nc1ccccc1NC(C)=O	102	-1.8	-16	0.0	34	1	3	-10	-7
COC(=O)c1cc(C(=O)OC)cc(S(=O)(=O)Nc2ccc(Cl)c(N)c2)c1	92	-4.6	-8	-3.8	-3	1	-14	0	-4
Cn1c(=O)c2c(nc(SCCN3CCOCC3)n2C)n(C)c1=O	103	4.6	-15	0.8	24	-1	-2	28	9
Cc1cc(S(=O)(=O)N2CCN(c3ccc(F)cc3)CC2)ccc1-n1cnnn1	101	-5.5	-24	-5.1	23	1	-2	14	-10
CN(C(=O)CSc1ncccc1C(=O)O)c1ccccc1	102	-0.9	4	-1.7	42	-5	16	-4	-6
O=C1c2ccccc2C(=O)N1CCc1nc(-c2ccc(Cl)cc2)no1	94	-0.1	-2	-1.5	16	-2	9	-1	-9
Cc1ccc([N+](=O)[O-])c(OCC(O)CNC(C)(C)C)c1 (stereo not given)	124	-0.1	6	-0.7	40	x	8	-8	-2
Cc1ccc(C(=O)C2=C(O)C(=O)N(Cc3cccnc3)C2c2ccc(Cl)cc2)o1 (stereo not given)	104	-2.3	-42	-1.8	19	8	-8	24	-4
CCOC(=O)C1=C(C)N=C2c3ccccc3C(=O)C2C1c1ccc(Cl)cc1 (stereo not given)	108	-4.2	0	-3.0	32	5	-22	-11	-9
CCn1c2ccccc2c2nnc(SCCN3CCCCC3)nc21	105	19*	3	-4.3	15	0	5	1	-3
COc1ccc(-c2noc(-c3ccc(Br)o3)n2)cc1	104	-0.1	-4	-0.6	-17	4	11	-2	0
Fc1cccc(Cl)c1CSc1ccc2nnc(-c3ccccn3)n2n1	101	7.5	-9	-0.2	47	-4	15	-9	-8
COc1ccc(-c2nc(CN3CCN(C(=O)c4ccco4)CC3)c(C)o2)c(F)c1	109	0.6	-39	-1.9	-108	0	17	4	-15
COC(=O)c1ccccc1NC(=O)c1cccc(NC(=O)C(C)C)c1	107	-1.5	-18	-4.3	25	5	-2	1	-5
CCOC(CCNC(=O)c1cn(-c2cccc(C)n2)cn1)OCC	90	-0.5	-7	-2.3	27	7	11	-3	-10
O=C(NCCSc1c[nH]c2ccccc12)c1ccc2c(c1)OCO2	114	1.1	-11	-1.3	27	2	1	0	-70
O=C(Cn1nnc(-c2cccc(C(F)(F)F)c2)n1)NC(=O)NCc1ccco1	101	-2.5	-6	-1.9	21	2	16	4	11
CCOc1ccc(C(C)=O)cc1CN1c2ccc(S(N)(=O)=O)cc2CC1C (stereo not given)	105	0.2	-25	-1.4	13	-1	4	-10	-5
O=C(O)c1cc(/C=C/c2ccc(N3CCOCC3)c([N+](=O)[O-])c2)nc2ccccc12	106	-2.3	-16	-1.2	25	2	29	4	0
O=C(N/C(=C\c1ccc(-c2ccccc2)o1)C(=O)N1CCOCC1)c1ccccc1	96	5.1	-39	-1.6	43	3	5	9	-6
Cc1ccc(CN(C)CC(=O)NC(C)c2ccccc2)cc1 (stereo not given)	95	-0.6	-1	-2.6	30	2	-11	9	-15
More records
SMILES	MEKK3 PB1 HTS	VIM-2 inhibitor	DNA FID counter	IMP-1 inhibitor	PHOSPHO1 block	IDE act	UBC9 SUMO inh	HCV NS3 hel inh	pCIP destab
COc1ccc(C2/C(=C(\O)c3cccc(OC)c3)C(=O)C(=O)N2c2ccccn2)cc1 (stereo not given)	100	6.3	-5	2.1	37	-2	27	17	2
Cc1ccn2c(-c3n[nH]c(=S)n3Cc3ccccc3)c(C)nc2c1	90	-1.3	-7	-0.9	-18	4	1	-5	-4
CN(C)c1cc(-c2ccccc2)nc(N)n1	102	x	x	x	-3	9	-9	x	-6
O=c1c2ccccc2[nH]c(=S)n1CCN1CCCCC1	102	-0.2	3	-1.5	24	-2	5	9	-19
O=C1CN(C(=O)C2CCC(=O)N(CCc3ccc(Cl)cc3)C2)CCN1 (stereo not given)	101	-3.9	-4	-0.9	13	-5	1	1	-1

Some of the compounds tested (hit frequency here may not be typical).
